Cardiac RTF inh – cardiac RTF calcium desensitization; inhibition, % at 7.15 µM; hit rate 0.12% among 340,000; IANBD-labeled cardiac RTF, Ca2+ fluorescence;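 active = inhibition above the mean inhibition of all tested compounds plus 3 SD, cut at about 17% in these data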;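 note: assay run at fixed EC70 calcium of 1.6 mM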
SR-BI DiI-HDL act – activators of SR-BI mediated HDL lipid uptake | CHO ldlA[mSR-BI] cells, DiI-HDL uptake fluorescence, 3 h; 100 = double the neutral-control signal | activation, % at 12.5 µM | hit rate 0.096% among 320,000 | AID 504775;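 active = mean replicate activation of at least 60% and every replicate at or above 60%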;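 note: 0% = median plate neutral-control signal and 100% = twice that signal; values of inactives mirror those of a sister screen read the other way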
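Material: SR-BI-overexpressing, LDLR-lacking CHO cells; schedule: compound exposure 3 h, 37 °C; reagent: DiI-labelled HDL at 10 µg/mL final; technique: bottom-read fluorescence, 550/595 nm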
DAGLB inhibitor – blocks human DAGLB lipase activity; Q8NCG7; HEK293T DAGLB membrane lysate, EnzChek fluorogenic substrate; inhibition, % at 5.17 µM; hit rate 0.059% among 340,000; AID 504411; in the data active = inhibition above about 34%;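 note: 0% = enzyme with vehicle and 100% = wells lacking enzyme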
PvdQ inh – blocks Pseudomonas aeruginosa PvdQ acylase activity; purified PvdQ acylase, fluorescence plate reader; inhibition, % at 10 µM; hit rate 0.063% among 340,000; AID 488965; in the data active = inhibition above about 30%, passing the limit was not always enough;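 note: 0% = vehicle neutral wells and 100% = reference inhibitor wells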
Arrestin-AP2 inh – human beta-arrestin and AP2 interaction inhibition; FITC-arrestin peptide / GST-AP2 beads, flow cytometry; AP2 beta2 appendage carries R879A mutation; inhibition, % at 10 µM; hit rate 0.31% among 340,000; AID 504490;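 active = inhibition above a set limit, near 3 SD of compounds lacking own fluorescence, cut at about 54% in these data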;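 note: plate controls were DMSO wells for no effect and 5 µM unlabelled arrestin peptide for full effect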
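Test system: GST-tagged AP2 beta2-adaptin appendage (R879A) on 4 µm glutathione beads; also added: fluorescein-tagged arrestin peptide at 50 nM final; timing: 12 min plus 1 h, RT; signal: flow cytometry, FL1 (488/535 nm); read-out: percent drop in bead-associated FITC signal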
SR-BI DiI inh – blocks mouse SR-BI lipid uptake from DiI-HDL. Q61009. ldlA[mSR-BI] CHO cells, DiI-HDL uptake fluorescence, 3 h. inhibition, % at 12.5 µM. hit rate 0.96% among 320,000;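 active = mean replicate inhibition of at least 70% and a set share of replicates each scoring 70 or more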;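 note: 0% = median of neutral control wells and 100% = median of positive control wells; values of inactives mirror those of a sister screen read the other way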
Target sequence (Q61009 whole entry, looked up): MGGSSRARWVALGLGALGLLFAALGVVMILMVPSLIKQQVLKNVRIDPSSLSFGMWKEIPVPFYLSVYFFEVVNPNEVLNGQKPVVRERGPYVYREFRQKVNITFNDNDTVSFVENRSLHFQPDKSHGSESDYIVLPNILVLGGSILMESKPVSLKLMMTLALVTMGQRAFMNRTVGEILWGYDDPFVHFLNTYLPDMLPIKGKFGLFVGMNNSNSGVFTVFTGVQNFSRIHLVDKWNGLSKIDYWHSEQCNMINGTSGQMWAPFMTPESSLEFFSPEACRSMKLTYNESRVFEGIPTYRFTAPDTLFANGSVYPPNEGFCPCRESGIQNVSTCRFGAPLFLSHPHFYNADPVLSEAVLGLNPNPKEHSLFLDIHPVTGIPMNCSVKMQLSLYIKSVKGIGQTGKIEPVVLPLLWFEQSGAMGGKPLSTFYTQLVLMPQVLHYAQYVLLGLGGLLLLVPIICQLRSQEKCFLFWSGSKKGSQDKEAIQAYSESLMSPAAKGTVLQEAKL
Keap1-Nrf2 PPI – disrupts human Keap1 binding to Nrf2 peptide. Keap1 Kelch-Nrf2 peptide fluorescence polarization, 1536-well. hit rate 0.15% among 340,000. Q14145. inhibition, % at 9.4 µM; in the data active = inhibition above about 12%;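 note: human Keap1 Kelch domain with fluorescein labeled Nrf2 9mer peptide probe; 0% = neutral control wells and 100% = peptide positive control; higher means more block of Keap1 binding to Nrf2 peptide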
PKA-R2B activ – PKA-R2B complex activation. hit rate 0.079% among 340,000. activation, % at 11.4 µM. AID 504700. PKA-R2B holoenzyme dissociation, Cy5-IP20 fluorescence polarization; R2B truncated from residue 108, S112A mutant; 0% DMSO only, 100% 113 µM cGMP. P22694+P31323;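 active = activation above a cutoff set at the mean over all compounds plus 3 SD, cut at about 18% in these data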;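 note: higher means more holoenzyme dissociation and a rise in polarization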
Target sequence (P31323 whole entry, looked up, other chains not shown, the tested form may be a part): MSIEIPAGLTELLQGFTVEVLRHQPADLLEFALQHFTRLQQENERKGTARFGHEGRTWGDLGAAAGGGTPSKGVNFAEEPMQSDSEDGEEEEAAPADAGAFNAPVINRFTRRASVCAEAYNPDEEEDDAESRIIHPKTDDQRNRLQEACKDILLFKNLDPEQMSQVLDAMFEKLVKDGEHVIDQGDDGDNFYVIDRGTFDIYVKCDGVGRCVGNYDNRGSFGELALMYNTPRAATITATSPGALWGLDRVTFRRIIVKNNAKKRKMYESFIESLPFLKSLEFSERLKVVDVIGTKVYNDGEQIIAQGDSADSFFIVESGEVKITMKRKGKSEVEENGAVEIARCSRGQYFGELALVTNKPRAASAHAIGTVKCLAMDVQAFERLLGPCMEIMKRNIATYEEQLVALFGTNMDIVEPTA
NSD2 inh – NSD2 (human) methyltransferase inhibition; O96028; NSD2 peptide methylation, AlphaScreen, 120 min; inhibition, % at 12.5 µM; hit rate 0.54% among 310,000; in the data active = inhibition above about 50%
LANA DNA inh – blocks KSHV LANA C-terminal domain binding to DNA. inhibition, % at 9 µM. MBP-C-LANA/FAM-LBS DNA binding, fluorescence polarization. hit rate 0.078% among 340,000;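 active = highest replicate inhibition at or above 60% at 9 µM, even if other replicates fall short; inactive = all replicates below 60% inhibition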;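 note: 0% = neutral control wells and 100% = 4 µM acridine orange control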
An asterisk follows results filed as active; x = not tested or not shown.

Below each compound – Arrestin-AP2 inh | SR-BI DiI inh | LANA DNA inh | SR-BI DiI-HDL act | DAGLB inhibitor | PvdQ inh | Cardiac RTF inh | NSD2 inh | PKA-R2B activ | Keap1-Nrf2 PPI
#1 CC1CCN(C(=O)C2CCC(C)(C(=O)O)C2(C)C)CC1 (configuration not stated)
→ -1 | -29 | 1.7 | 29 | 1 | -2 | -1 | -5 | 2 | -1
#2 Cc1cccc(C(=O)OCc2cc(=O)oc3c(C)c(C)ccc23)c1O
→ 14 | -18 | -0.7 | 18 | -5 | -1 | 3 | x | -4 | 2
#3 CC(Oc1cc(F)ccc1[N+](=O)[O-])C(=O)Nc1ccc(S(=O)(=O)N2CCCC2)cc1 (configuration not stated)
→ 45 | x | 0.3 | x | 5 | 2 | -2 | 1 | 3 | 1
#4 Cn1c(C2=C(O)CN(Cc3ccccc3)C2=N)[n+](C)c2ccccc21
→ -5 | 1 | 9.5 | -1 | -4 | -25 | -12 | -5 | -2 | -7
#5 CC(OC(=O)c1ccc(C#N)cc1)C(=O)Nc1ccc(Cl)cn1 (configuration not stated)
→ 19 | 2 | -3.5 | -2 | -1 | 7 | 3 | -1 | -10 | -5
#6 CCCSc1ccc([C@@H]2[C@@H]3C(=O)N(C)C(=O)[C@@H]3[C@]3(C(=O)OC)CCCN23)cc1OC
→ 60* | 5 | 7.0 | -5 | -2 | 4 | -2 | x | -2 | 3
#7 O=C(COc1ccc2ccccc2c1)N1CCN(C(=O)c2ccc([N+](=O)[O-])cc2)CC1
→ 7 | 2 | 1.5 | -2 | 3 | -12 | -8 | 2 | 0 | -3
#8 CN1CCN(c2ccc(C(=O)c3ccc(F)cc3)cc2)CC1
→ -35 | 6 | -0.6 | -6 | 0 | 2 | 8 | 13 | -1 | -3
#9 Cc1ccc(NC(=O)COC(=O)CN2C(=O)c3ccccc3C2=O)cc1
→ 0 | -1 | 0.8 | 1 | -5 | -7 | 2 | 1 | -3 | 0
#10 CCN(CC)c1nc(SCC(=O)O)nc(N(CC)CC)n1
→ 4 | 2 | 0.6 | -2 | 2 | -11 | -4 | 1 | 2 | -7
#11 CCOC(=O)CCCCCC(=O)Nc1ccc2c(c1)CC(=O)N([C@H](C)CO)C[C@@H](C)[C@H](CN(C)Cc1ccc3c(c1)OCO3)O2
→ -8 | 23 | 1.0 | -23 | -11 | -16 | 0 | x | -8 | -7
#12 CN1CCC(N(C)S(=O)(=O)c2ccc(NC(=O)c3ccc(S(=O)(=O)N(C)C)cc3)cc2)CC1
→ 24 | -2 | -1.7 | 2 | -1 | 7 | 7 | 9 | 2 | -1
#13 COc1cc(OCC(N)=O)cc(OC)c1OC
→ 11 | -5 | -3.7 | 5 | -1 | -12 | -8 | 0 | 8 | -2
#14 Cc1cccc(Nc2nnc(C)c(=O)n2N)c1
→ 26 | -7 | 3.9 | 7 | 0 | 10 | -5 | x | -1 | 2
#15 Cc1ccc(C(=O)N/C(=C/c2ccccc2F)C(=O)NCCCn2ccnc2)cc1
→ 9 | -16 | 0.3 | x | -1 | -12 | -11 | 0 | -2 | -1
#16 CN(C)c1ccc(C(=O)N2CCN(c3cc(C(F)(F)F)nc4ccccc34)CC2)cc1
→ -4 | 11 | 0.8 | -11 | 1 | -10 | -8 | 5 | -1 | -2
#17 Cc1ccc(N2C(=O)C(Cl)=C(N3CCOCC3)C2=O)c(C)c1
→ -22 | -7 | -0.7 | 7 | 0 | -21 | -9 | 2 | -7 | -6
#18 O=C(COC(=O)CCN1C(=O)c2ccccc2C1=O)Nc1ccc(S(=O)(=O)N2CCCC2)cc1
→ 2 | -23 | -1.6 | 23 | 0 | -8 | 5 | -4 | -5 | 5
#19 O=C(NCc1ccccn1)C(=O)NCC1OCCCN1S(=O)(=O)c1cc(F)ccc1F (configuration not stated)
→ -6 | 8 | 0.3 | -8 | 3 | 5 | -4 | -3 | -8 | 0
#20 Cc1occc1C(=O)N1CCCC(Nc2ccc(F)cc2)C1 (configuration not stated)
→ 2 | -10 | 1.8 | 10 | 1 | -3 | -7 | 2 | -3 | 2
#21 COC(=O)c1ccc(C(=O)NC2CCCc3c2cnn3-c2ccccc2F)nc1 (configuration not stated)
→ 43 | -1 | 0.8 | 1 | 0 | 1 | 1 | 2 | -8 | 4
#22 O=C(Nc1ccc(S(=O)(=O)N2CCCCC2)cc1)C1CCCCC1
→ 10 | 13 | 0.4 | -13 | -3 | -9 | 7 | 24 | 5 | 0
#23 CCOC(=O)c1cc(-c2ccc(F)cc2)n(CC(=O)Nc2nccs2)c1C
→ 24 | -5 | -0.3 | 5 | 0 | 0 | 1 | x | -10 | -1
#24 O=C(CC1SC(N2CCCCC2)=NC1=O)Nc1cccc(C(=O)O)c1 (configuration not stated)
→ -3 | -6 | 0.6 | 6 | 1 | -14 | -3 | 2 | 5 | -1
#25 CCOC(=O)[C@H]1[C@H]2COc3ccc(Br)cc3[C@@H]2N2C(=O)c3c(C)cc(C)cc3NC(=O)[C@@]12C
→ 2 | 47 | -0.9 | -47 | -5 | -16 | -6 | x | -9 | 1
#26 CC(NC(=O)CSc1ncccn1)c1ccc2c(c1)OCO2 (configuration not stated)
→ 22 | -14 | -0.9 | 14 | 0 | 8 | 5 | -2 | -6 | -2
#27 Cc1cc(=O)[nH]c2c1c(-c1ccccc1)nn2C
→ 8 | -17 | 1.9 | 17 | -1 | -4 | 1 | -5 | -1 | -2
#28 O=C(COC(=O)c1ccccc1Br)NCCN1C(=O)CSC1=O
→ 40 | -6 | -1.1 | 6 | -3 | 2 | -5 | 26 | -17 | -3
#29 O=C(NC1CCCCC1)NC1CC2CCC(C1)N2C(=S)NCc1ccco1 (configuration not stated)
→ 3 | -2 | -0.2 | 2 | 0 | -9 | 12 | 23 | 9 | -3
#30 CCc1ccc(OCC(=O)Nc2nnc(-c3ccco3)s2)cc1
→ 25 | -14 | 1.1 | 14 | -3 | -1 | -5 | 4 | 5 | 2

Continuation.
Below each compound – Arrestin-AP2 inh | SR-BI DiI inh | LANA DNA inh | SR-BI DiI-HDL act | DAGLB inhibitor | PvdQ inh | Cardiac RTF inh | NSD2 inh | PKA-R2B activ | Keap1-Nrf2 PPI
#31 CCc1cccc(C)c1NC(=O)C1CCCN1C(=O)NCc1ccccc1 (configuration not stated)
→ 11 | -9 | -1.1 | 9 | -3 | 7 | 8 | -4 | -2 | 4
#32 Cc1cc(C)c2nc(SCC(=O)Nc3cc(C)on3)c(C#N)cc2c1
→ 10 | x | 1.4 | x | -2 | 6 | -3 | x | 7 | -1
#33 O=C(CSc1ncccn1)Nn1cnnc1
→ 5 | -39 | 0.4 | 39 | -1 | -4 | -5 | -3 | 2 | -2
#34 COc1ccccc1NC(=O)CON=C(N)CC(=O)NC1CCCCC1
→ 1 | -16 | 0.6 | 16 | -2 | -12 | -22 | 1 | -3 | -3
#35 CCCOC(=O)c1ccc(NC(=O)Cc2cccs2)cc1
→ 5 | -10 | 0.1 | 10 | -5 | -16 | -2 | -3 | 0 | 6
#36 CCc1c(C)nc(SCC(=O)Nc2ccc3c(c2)OCCO3)[nH]c1=O
→ 21 | 5 | -0.6 | -5 | -1 | -14 | -2 | -5 | 1 | -4
#37 Cc1cccc(Cn2c(Cc3ccccc3)nc3ccccc32)c1
→ 14 | -31 | -2.5 | 31 | -4 | 1 | 3 | -1 | -5 | -1
#38 Cc1cc(=O)nc2c3ccccc3n(CC(=O)Nc3ccccc3Br)n12
→ 40 | 4 | 5.7 | -4 | 0 | -1 | -1 | 1 | 0 | 5
#39 C/C(=N\Nc1nccnc1Cl)c1ccc(O)cc1
→ -13 | -1 | 2.6 | 1 | 0 | -7 | -1 | 24 | -13 | -6
#40 CCC(c1nnnn1C1CCCC1)N1CCN(c2cccc(OC)c2)CC1 (configuration not stated)
→ -4 | 8 | -1.5 | -8 | x | -10 | x | 2 | x | 3
#41 CC(C)[C@H](NC(=O)OCc1ccccc1)C(=O)OCC(=O)NCCc1ccccc1
→ -5 | -12 | 0.1 | 12 | -4 | -6 | -1 | -1 | -16 | 4
#42 O=C1c2ccccc2OC2(C=Cc3ccccc3O2)N1Cc1ccccc1 (configuration not stated)
→ -6 | 5 | -1.7 | -5 | -8 | -13 | -15 | 5 | 1 | -6
#43 Cc1nnc(NC(=O)COc2ccc3c(C)cc(=O)oc3c2)s1
→ 22 | -35 | 0.0 | 35 | 4 | 5 | 1 | 1 | 0 | -3
#44 CCOC(=O)c1cnc2ccccc2c1Nc1cccc(C(=O)O)c1
→ 5 | -19 | 0.0 | 19 | 0 | -15 | -11 | -13 | -3 | -5
#45 CCc1ccccc1NC(=O)CNC(=O)CNC(=O)C1CCCCC1
→ 0 | -5 | 2.3 | 5 | -12 | 1 | -4 | -1 | -11 | 2
#46 CNc1c([N+](=O)[O-])cnn1-c1ccc(Cl)cc1
→ 4 | -2 | -1.2 | 2 | -1 | -10 | -8 | 1 | 6 | -5
#47 CN(CC(=O)Nc1cccc(F)c1)C(=O)c1ccccc1Cc1ccccc1
→ 41 | 34 | -5.7 | -34 | -2 | 2 | -5 | 14 | -9 | 4
#48 CCc1ccccc1NC(=O)Nc1cccc(F)c1
→ -3 | 10 | -1.0 | -10 | -2 | -8 | -15 | -1 | -9 | 0
#49 COCc1ccc(C(=O)N2CCc3c([nH]c4ccccc34)C2c2ccccn2)s1 (configuration not stated)
→ -12 | 25 | -0.2 | -25 | 3 | -5 | 1 | 45 | -9 | -4
#50 O=[N+]([O-])c1ccc2nc(SCc3ccccc3Cl)sc2c1
→ -1 | 12 | 0.1 | -12 | -12 | -7 | -3 | 5 | -2 | 0
#51 CCN=C1S/C(=C\c2cc(Br)ccc2OCC(=O)OCC)C(=O)N1CC
→ 3 | 7 | 1.3 | -7 | -9 | -3 | 9 | x | 3 | 3
#52 O=c1c(-c2ccc(Cl)cc2)[n+]([O-])c2ccccc2n1O
→ 2 | -27 | 3.0 | 27 | 1 | -8 | 0 | 3 | -4 | 1
#53 COC(=O)Cn1ncc2c3ccccc3n(Cc3ccccc3)c2c1=O
→ 13 | 7 | 1.4 | -7 | 0 | -1 | -24 | -1 | -3 | 7
#54 C/C(CC(=O)Nc1ccc2c(c1)OCCO2)=N\NC(=O)c1ccccc1Cl
→ 22 | -7 | -1.7 | 7 | 1 | 5 | 8 | -5 | -13 | -4
#55 CCCCc1ccc(NS(=O)(=O)N(C)C)cc1
→ -12 | -22 | -0.8 | 22 | -4 | 8 | -2 | -1 | -6 | -2
#56 CCN(CC(=O)Nc1ccc2c(c1)OCCO2)Cc1nc2cc(Cl)ccc2c(=O)[nH]1
→ 28 | 20 | 0.9 | -20 | 3 | 2 | -3 | 3 | -6 | 4
#57 CCN(CC)S(=O)(=O)c1cccc(NC(=O)CNc2cccc(S(=O)(=O)N3CCCC3)c2)c1
→ 26 | 29 | 0.6 | -29 | 3 | -2 | -4 | 1 | 7 | 2

From PubChem BioAssay
